ERa SRC1 inh – blocks coactivator binding to human estrogen receptor alpha; P03372; TR-FRET ER-alpha LBD / SRC-1 peptide, estradiol-bound; inhibition, % at 25.6 µM; 86,000 tested, 1.7% active; AID 629; in the data active = inhibition above about 50%;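 also: 0% = receptor plus peptide control and 100% = peptide only without receptor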
H69AR growth 86K – blocks growth of human H69AR lung tumor cells; H69AR lung tumor viability, ATP luminescence, 72 h; active compounds read low; AID 598; viability, % at 10 µM; 85,000 tested, 6% active;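 active = viability at or below 40%; inactive = viability above 40%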;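 also: multidrug resistant small cell line overexpressing MRP-1 efflux transporter; 100% = mean luminescence of untreated control wells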
Smad3 FoxH1 inh – inhibitors of human Smad3 transcription factor binding | inhibition, % at 25 µM | AID 630 | TR-FRET Smad3/Dy647-FoxH1 peptide binding, europium anti-His | P84022 | 88,000 tested, 0.29% active;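 active = compounds that reduce the energy-transfer binding signal between the protein and its labelled peptide by more than half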;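 also: 0% = Smad3 plus labelled peptide maximal FRET and 100% = peptide-only background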
Target sequence (P84022 whole entry, looked up): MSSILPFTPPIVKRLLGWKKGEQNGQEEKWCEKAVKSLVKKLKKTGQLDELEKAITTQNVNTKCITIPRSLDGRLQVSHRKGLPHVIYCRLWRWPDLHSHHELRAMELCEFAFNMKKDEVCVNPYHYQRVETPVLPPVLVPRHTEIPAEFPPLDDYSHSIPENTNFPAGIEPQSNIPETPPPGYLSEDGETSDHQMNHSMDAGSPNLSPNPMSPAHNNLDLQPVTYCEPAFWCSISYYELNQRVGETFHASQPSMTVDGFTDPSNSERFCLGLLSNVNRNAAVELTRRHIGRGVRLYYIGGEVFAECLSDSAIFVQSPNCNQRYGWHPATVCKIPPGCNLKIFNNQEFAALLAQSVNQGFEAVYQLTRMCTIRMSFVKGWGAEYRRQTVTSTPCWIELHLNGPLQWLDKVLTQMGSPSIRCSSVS
Lung fibro prol – blocks proliferation of human lung fibroblasts. LL 47 human lung fibroblast viability, ATP luminescence; active compounds read low. viability, % at 10 µM. 85,000 tested, 1.1% active. AID 719;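 active = viability at or below 50% in the single dose screen; inactive = viability above 50%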;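 also: compound exposure lasted 72 h before the ATP readout; 100% = median luminescence of untreated cell-only wells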
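Material: Human LL 47 lung fibroblast cells | Input: 1,150 cells/well | Buffer or medium: IMEM plus 15% FBS | Compound dosing: 0.1% DMSO in all compound wells | Times: Overnight cell rest, 72 h compound treatment at 37 °C | Signal: CellTiter-Glo luminescence measuring cellular ATP | Measure: % viability versus median cells-only luminescence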
ERb coact inh – ER-beta (human) coactivator binding inhibition; Q92731; TR-FRET ER-beta LBD / SRC1-Cy5 peptide binding; receptor agonist-loaded with 1 µM estradiol; inhibition, % at 25.6 µM; 86,000 tested, 1.3% active;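 active = compounds whose percent inhibition of the receptor-coactivator binding signal exceeds about 50% in the single-dose screen, limit read from the data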;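 also: 0% = receptor plus peptide wells without compound and 100% = peptide-only wells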
Candida biofilm – kills Candida albicans biofilms | 85,000 tested, 0.14% active | inhibition, % at 6 µM | C. albicans biofilm + clotrimazole, Alamar Blue;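 active = inhibition above 20%; inactive = inhibition below 20%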;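 also: preformed 24 hr biofilms exposed to compound for 48 hr; 0% = biofilm without compound and 100% = blank killed by clotrimazole plus chlorhexidine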
sEH act – increases human soluble epoxide hydrolase activity; purified human sEH enzymatic activity, activator screen; activation, % at 2 µM; AID 717; 91,000 tested, 0.04% active; P34913; in the data active = activation above about 37%; also: values of inactives mirror those of a sister screen read the other way
Target sequence (P34913 whole entry, looked up): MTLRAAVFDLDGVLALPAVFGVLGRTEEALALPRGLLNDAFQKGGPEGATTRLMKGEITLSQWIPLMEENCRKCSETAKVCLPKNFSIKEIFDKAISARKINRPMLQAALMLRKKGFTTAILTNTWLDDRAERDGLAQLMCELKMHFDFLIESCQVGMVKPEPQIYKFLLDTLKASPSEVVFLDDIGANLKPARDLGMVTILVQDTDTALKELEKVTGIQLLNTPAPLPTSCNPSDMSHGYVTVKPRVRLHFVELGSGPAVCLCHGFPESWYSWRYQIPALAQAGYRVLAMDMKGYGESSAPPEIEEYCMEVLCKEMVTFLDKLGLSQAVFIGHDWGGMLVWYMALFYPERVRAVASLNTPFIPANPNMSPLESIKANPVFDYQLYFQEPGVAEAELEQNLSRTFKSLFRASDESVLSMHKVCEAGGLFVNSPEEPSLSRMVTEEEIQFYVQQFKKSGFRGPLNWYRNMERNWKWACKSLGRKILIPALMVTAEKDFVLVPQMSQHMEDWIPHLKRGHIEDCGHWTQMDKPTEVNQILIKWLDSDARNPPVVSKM
ERa SRC1 pot – enhances coactivator binding to human estrogen receptor alpha; TR-FRET ERalpha-LBD/SRC-Cy5 coactivator binding, 2 h; 100 = basal binding, no effect; coactivator binding (% of control), % at 25.6 µM; 86,000 tested, 1.3% active; P03372; in the data active = activity above about 200%;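 also: binding measured in presence of low estradiol as agonist stimulus; 0% = peptide alone without receptor and 100% = receptor with peptide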
HUVEC inhibit – human endothelial cell proliferation inhibition. viability, % at 10 µM (by protocol). AID 648. HUVEC proliferation, CellTiter-Glo luminescence, 72 h; active compounds read low. 86,000 tested, 1.1% active;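 active = viability at or below 30%; inactive = viability above 30%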;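 also: 100% = median luminescence of DMSO-only cell control wells on each plate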
* marks the source's active call; other numbers are inactive results; x = not tested or not shown; [ ] = remark or other dose. Some of the compounds tested; the hit share may differ from the screen's.

SMILES	ERa SRC1 inh	H69AR growth 86K	Smad3 FoxH1 inh	Lung fibro prol	ERb coact inh	Candida biofilm	sEH act	ERa SRC1 pot	HUVEC inhibit
CCOc1ccc(-n2c(SCc3ccc(C#N)cc3)nnc2-c2cccnc2)cc1	3.2	85.5	0.7	97.3	4.6	1.9	15.2	107.7	101.1
CCCCNCC(=O)Nc1ccc(NC(=O)CNCCCC)cc1	13.1	88.3	8.1	92.0	8.4	-2.4	0.2	86.3[fluorescence artefact?]	83.0
CCc1n[nH]c2c1/C(=N/O)CCC2	4.5[fluorescence artefact?]	100.8	6.0	111.8	9.0[fluorescence artefact?]	3.9	12.5	109.2	96.9
CCC(C)COC(=O)C(C#N)c1nc2ccccc2nc1N1CCCCC1 (stereo not drawn)	4.7	82.3	-15.1	98.2	8.2	-2.4	-2.8	103.8	103.7
CC(C)(C)NC(=O)CN(C(=O)CS(=O)CC(=O)Nc1ccc(F)cc1)c1ccccc1 (stereo not drawn)	-7.3	107.8	9.7	104.8	0.4	2.6	x	109.3	103.2
Cn1nc(C(F)(F)F)c(C#N)c1N1CCN(c2ccccc2F)CC1	-0.3	86.5	-4.3	99.0	-1.3	-3.5	-6.7	98.9	94.4
C=CCc1c(C)c(C#N)c2nc3ccccc3n2c1N1CCN(C)CC1	-1.2	46.0	-11.9	95.8	-7.5	6.5	x	120.3	101.3
O=c1c2ccccc2nc(-c2ccccc2)n1CCCn1ccnc1	-5.1	86.2	-1.4	98.7	1.7	6.7	7.5	97.4	90.9
COc1ccc(OC)c(NC(=O)CN(c2ccc(C(C)C)cc2)S(=O)(=O)c2c(C)noc2C)c1	-3.5	71.6	2.7	77.5	6.4	6.5	x	99.4	40.3
COc1ccc2nc(NC(=O)c3ccc4ncsc4c3)sc2c1	43.6	58.1	1.9	60.1	20.1	12.5	13.0	68.9[fluorescence artefact?]	72.7
CC(C)(C)C(=O)N1CCCC1C(=O)O (stereo not drawn)	8.8	114.8	-12.2	104.6	0.0	3.9	0.8	90.5	88.6
OC(CNCCc1ccccc1)c1ccccc1 (stereo not drawn)	5.1	82.7	-13.6	98.4	0.4[fluorescence artefact?]	-0.2	-2.3	97.4	113.1
CCCCOC1(c2ccccc2)NC(=S)NN=C1c1ccccc1 (stereo not drawn)	0.9	90.2	-5.4	96.7	-14.2	8.9	-0.4	81.9	87.6
CC(Sc1nnc2ccccn12)C(=O)N1CCc2ccccc2C1 (stereo not drawn)	-1.6	90.1	6.1	93.7	-6.8	5.1	8.6	101.1	94.2
CCOC(=O)c1sc(NCCNc2nc(C)c(C(=O)OCC)s2)nc1C	-7.2	97.9	11.7	98.1	3.3	8.6	x	124.2	99.5
O=C(c1ccc(Cn2cc(Br)cn2)o1)n1cccn1	7.0	92.7	1.2	100.2	11.4	3.6	-8.2	92.7[fluorescence artefact?]	102.0
CC(C)[C@H](N)c1nnc(SC/C=C/c2ccccc2)o1	-5.5	98.4	9.3	104.2	-2.9	6.6	3.0	101.5	88.6
Cc1ccc2cc(C#N)c(N3CCCC3)nc2c1C	-4.2[fluorescence artefact?]	85.0	-2.5	92.7	6.1[fluorescence artefact?]	5.6	-5.7	135.9[fluorescence artefact?]	85.7
CCOc1ccccc1C(=O)n1nc2nc(C)cc(C)c2c1N	-13.0	85.5	0.4	94.7	-12.6	5.1	-4.5	130.5	96.9
COc1ccc(N2CC(C(=O)NCc3cccnc3)CC2=O)cc1 (stereo not drawn)	10.9	80.9	6.5	102.7	17.9	4.6	-13.7	73.1	88.0
O=C(COC(=O)CCS(=O)(=O)c1ccc(Cl)cc1)NC1CCCCC1	-10.4	112.8	-15.0	102.3	-21.8	2.8	-11.5	107.3	96.1
Cc1cc(C)n(-c2nc(SCC(=O)N3CCCC3)c3c4c(sc3n2)CCCC4)n1	0.8	57.6	10.2	76.8	0.7	4.2	9.0	93.8	16.2*
O=C(NC1CCCCCCC1)c1ccc2c(c1)N(Cc1ccc(F)cc1)C(=O)CS2=O (stereo not drawn)	-1.2	70.8	8.0	86.6	-10.3	0.4	-71.0	105.5	100.7
CCc1ccc(S(=O)(=O)NCc2csc(-c3ccccc3)n2)s1	-30.1	80.0	-0.3	94.5	-17.8	-1.5	x	92.2	94.3
O=C1CCc2cc(S(=O)(=O)N3CCC(C(=O)NCc4ccccc4Cl)CC3)ccc2N1	-3.2	91.5	10.2	102.1	-5.6	0.0	-55.9	106.3	90.3

Continuation.
SMILES	ERa SRC1 inh	H69AR growth 86K	Smad3 FoxH1 inh	Lung fibro prol	ERb coact inh	Candida biofilm	sEH act	ERa SRC1 pot	HUVEC inhibit
Cc1ccc(S(=O)(=O)N(CC(=O)N2CCC(C)CC2)c2cccc(C)c2)cc1	-1.8	93.4	13.9	89.8	-3.0	2.5	1.3	93.5	103.6
COc1ccc(CCNC(=O)CCCn2c(=O)[nH]c3cc(OC)c(OC)cc3c2=O)cc1OC	3.6	87.6	-3.4	99.4	-7.4	4.3	4.3	106.7	95.1
O=C(Cc1ccc(-n2cccc2)cc1)NCc1cccs1	38.6	28.9*	-3.6	60.6	30.0	8.9	-21.0	91.9	66.9
Cc1ccc(CNC(=O)CS(=O)CC(=O)O)cc1 (stereo not drawn)	5.0	97.1	0.8	97.2	10.7	-1.1	-10.7	92.0	99.2
COc1cccc(C(O)c2cnc(C(C)C)n2C)c1OC (stereo not drawn)	-2.7	85.1	5.7	x	0.1	9.7	x	112.4	92.1
CN(c1ccc(C(=O)Nc2ccccc2C(=O)N2CCOCC2)cc1)S(C)(=O)=O	-3.4	94.1	2.5	101.1	-0.7	11.4	-2.1	103.8[fluorescence artefact?]	92.6
CC(=O)c1n[nH]nc1NC(=O)c1ccccc1	-2.8	103.6	-2.4	99.6	-11.5	4.1	-9.8	114.0	107.0
CCCCN1CN=C(Nc2nc3ccccc3o2)NC1	0.7	95.8	-1.3	96.3	4.2	7.8	-2.6	88.8	108.8
COc1ccccc1N1CCN(C(=O)c2ccc(NC(C)=O)cc2)CC1	-7.9	90.1	0.6	98.6	-4.7	7.7	-5.9	122.4	101.5
O=C(c1cc2nc(C3CC3)cc(C(F)(F)F)n2n1)N1CCCC1	-39.2	74.5	8.5	85.4	-7.5	3.8	1.0	101.6	95.2
COc1ccc(C2C(C#N)=C(N)Oc3c2c(C)nn3-c2ccccc2)cc1Cn1nc(C)c([N+](=O)[O-])c1C (stereo not drawn)	43.4	55.4	9.6	98.4	21.4	4.4	7.6	83.4[fluorescence artefact?]	103.7
COc1ccc(-n2c(N3CCN(C)CC3)nc3sc4c(c3c2=O)CCCCC4)cc1	-7.6	22.4*	0.3	62.5	-5.6	8.7	x	115.3	21.7*
O=C(COc1ccccc1)Nc1ccccc1C(=O)NCc1ccco1	23.6[fluorescence artefact?]	90.6	2.6	92.9	12.2	9.6	-8.4	83.2	82.9
COc1ccc(-n2c(N)c(C(=O)NCc3cccnc3)sc2=S)cc1	-3.6	104.3	-6.1	101.9	0.8	-4.0	12.5	83.1	83.3
Cc1ccccc1NC(=O)CSc1nnc(-c2ccco2)c(-c2ccco2)n1	71.3*	56.3	5.8	91.6	72.1*	5.1	16.7	58.2[fluorescence artefact?]	86.7
COc1cccc(CNc2ccc(F)c(Cl)c2)c1O	1.3	101.9	3.6	99.0	-0.1	3.3	x	97.4[fluorescence artefact?]	100.9
CC(=O)c1cc2c(cc1NC(=O)CN1CCN(C(=O)c3ccco3)CC1)OCO2	12.7[fluorescence artefact?]	94.0	2.0	90.4	6.6	6.5	-9.2	97.7	83.6
N#CCSc1nnc(Cc2cccs2)n1C1CCCCC1	-0.8	75.0	4.0	93.4	-3.1	-2.5	-13.9	103.1	94.9
O=C(Cc1ccccc1)Nc1c(C(=O)N2CCCCCC2)cnn1-c1ccccc1	-5.2	96.5	-0.8	90.5	-6.0[fluorescence artefact?]	-2.2	14.6	108.9	104.5
O=C(O)CCN1C(=O)C2C3C=CC(C3)C2C1=O (stereo not drawn)	0.7[fluorescence artefact?]	93.8	0.0	107.2	-7.8[fluorescence artefact?]	0.2	9.4	99.4	88.2
CC(C)Cn1c2c(c(O)c(C(=O)Nc3nccs3)c1=O)CCCC2	-4.0	88.7	7.8	100.7	-8.5	9.6	x	91.5	120.3
CCOC(=O)N1CCC(NC(=O)Cn2cccc2C(=O)c2ccccc2)CC1	-9.1	85.2	-2.1	102.4	4.1[fluorescence artefact?]	3.0	-18.7	116.2	93.3
CC1(C)Cc2ccccc2-c2nnc(SCC(=O)N3CCc4ccccc43)n21	42.9[fluorescence artefact?]	55.7	-11.3[fluorescence artefact?]	103.5	33.2[fluorescence artefact?]	5.2	-1.5	293.1*[fluorescence artefact?]	87.7
O=C(O)CC(C(=O)NC1CCCCC1)C1CCCO1 (stereo not drawn)	0.4	93.7	0.2	96.8	-0.3	14.1	4.1	106.0	95.1
CCCc1cc(=O)n2[nH]c(-c3cc(OC)c(OC)c(OC)c3)nc2n1	-3.0	83.4	5.0	92.8	-1.3	14.1	10.0	114.3	81.7

An excerpt from above, reduced to sEH act and Candida biofilm.
structure	sEH act	Candida biofilm
O=C(O)CC(C(=O)NC1CCCCC1)C1CCCO1 (stereo not drawn)	4.1	14.1
CCCc1cc(=O)n2[nH]c(-c3cc(OC)c(OC)c(OC)c3)nc2n1	10.0	14.1

An excerpt from above in order of SMILES length, smallest number first.
SMILES	ERa SRC1 inh	H69AR growth 86K	Smad3 FoxH1 inh	Lung fibro prol	ERb coact inh	Candida biofilm	sEH act	ERa SRC1 pot	HUVEC inhibit
COc1ccccc1N1CCN(C(=O)c2ccc(NC(C)=O)cc2)CC1	-7.9	90.1	0.6	98.6	-4.7	7.7	-5.9	122.4	101.5
CC(=O)c1cc2c(cc1NC(=O)CN1CCN(C(=O)c3ccco3)CC1)OCO2	12.7[fluorescence artefact?]	94.0	2.0	90.4	6.6	6.5	-9.2	97.7	83.6
Cc1ccc(S(=O)(=O)N(CC(=O)N2CCC(C)CC2)c2cccc(C)c2)cc1	-1.8	93.4	13.9	89.8	-3.0	2.5	1.3	93.5	103.6

The list continues:
SMILES	ERa SRC1 inh	H69AR growth 86K	Smad3 FoxH1 inh	Lung fibro prol	ERb coact inh	Candida biofilm	sEH act	ERa SRC1 pot	HUVEC inhibit
CCOC(=O)c1c(C)n(C)c2cc(Br)c(C)cc12	6.1	97.2	7.8	99.2	23.3[fluorescence artefact?]	1.1	6.9	151.1	98.4
O=S(=O)(NC1CC1)c1ccc(S(=O)(=O)N2CCN3CCCC3C2)cc1 (stereo not drawn)	-6.7	95.1	-12.2	109.4	-10.4	4.4	-4.6	103.3	111.1
COC(=O)c1c(NC(=O)COC(=O)Cn2cnc3ccccc32)sc(C)c1C	-1.6	90.7	13.2	103.3	-8.9	6.8	20.1	95.2	92.7
COc1cc2[nH]c(=O)n(CCCC(=O)NCCc3ccccc3)c(=O)c2cc1OC	3.4[fluorescence artefact?]	85.5	15.0	99.7	-2.9[fluorescence artefact?]	1.9	x	112.0	91.6
CCOC(=O)c1c(NC(=O)CSc2nnc(-c3ccccc3)o2)sc(C(C)=O)c1C	-6.1	73.7	5.7	95.2	-6.6	1.4	-4.2	318.8*	87.0
COc1ccc2nc3c(cc2c1)c(NC(=O)C1CCCO1)nn3CC(C)C (stereo not drawn)	9.7	70.1	1.8	110.2	11.2	3.9	0.7	112.1	100.0
CC1=C(C(=O)OCC2CCCO2)C(c2ccccc2OC(C)C)C2=C(CC(c3ccco3)CC2=O)N1 (stereo not drawn)	4.7[fluorescence artefact?]	83.8	-17.0	89.1	9.4	4.5	5.9	113.9[fluorescence artefact?]	89.4
Cc1ccc(C2CC(c3cccs3)=NN2C(=O)CSC2=NN3CCCC(=O)N=C3S2)cc1 (stereo not drawn)	1.1	11.2*	-2.5	95.8	1.1	13.1	6.9	107.0[fluorescence artefact?]	99.1
